# AID inhibitor = blocks human AID cytidine deaminase activity; AID deamination FRET fluorescence, UDG-coupled, 4 h; Potency, µM (highest dose often 115 µM), inactives show at the highest dose activity change, negative = inhibition, usual class: inhibitors; 91,000 compounds, 0.32% hits; AID 1347428; further: nearly all actives have a fitted effect of over 25% in size
# Target sequence (Q9GZX7 whole entry, looked up): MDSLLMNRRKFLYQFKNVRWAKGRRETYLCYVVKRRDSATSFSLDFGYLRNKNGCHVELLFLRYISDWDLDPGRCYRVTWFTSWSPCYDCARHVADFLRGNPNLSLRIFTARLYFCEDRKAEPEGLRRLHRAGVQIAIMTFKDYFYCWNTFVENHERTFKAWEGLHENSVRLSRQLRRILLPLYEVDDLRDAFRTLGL
# UDG counterscr = UDG inhibition counter-screen; 91,000 compounds, 0.14% hits; FRET deamination/UDG coupled assay, UDG read, 4 h; Potency, µM (top dose mostly 115 µM), inactives show at the top dose activity change, negative = inhibition, actives largely listed as inhibitors; AID 1347430; further: nearly all actives have a fitted effect of over 65% in size
# Starred values were filed as active, the others as inactive; ? = inconclusive; & = joins results of further samples; [ ] = dose if it differs, or a comment. The call rests on the fitted dose curve; in most records, active means well fitted curve in the direction sought with a large enough effect; inconclusive means small, poorly fitted or top-dose-only effect, or another doubt; inactive means no such curve, though single readings can be large; an effect the other way counts as inactive or inconclusive. On the % scale 0 is the no-effect control and ±100 the full control effect; potency means the concentration at half of the fitted maximal effect. A portion of the library. The share of hits here may be higher or lower than overall.
SMILES | AID inhibitor | UDG counterscr
COCCCNC(=O)C(=O)N1CCN(c2nc(C)c3c(c2C#N)CCCC3)CC1 | -13% | 4%
CCc1ccc(OCC(=O)Nc2ncn[nH]2)c(Br)c1 | 3% | -10%
CCc1ccc(-n2nc3cc(C)c(NC(=O)c4ccccc4C)cc3n2)cc1 | 40%[activator] | -9%
CCN(C(=O)CSc1nc2ccccc2n1Cc1cc(C)ccc1C)c1ccccc1 | -19% | -16%
CCCOc1cc(C)c(S(=O)(=O)NC2CC(C)(C)NC(C)(C)C2)cc1C | 1% | -2%
Cc1ccc(-c2nc(Cn3c(SCc4ccc(F)cc4)nc4cccnc43)c(C)o2)cc1 | ? | -13%[57.5 µM]
COc1cc(C=O)cc(Cl)c1OCc1ccc(C(=O)O)cc1 | -19% | -18%
CCC1=Nc2cc(C(=O)NCCN(CC)CC)ccc2Sc2ccccc21 | 12% | -1%
O=C(Nc1cccc(Cl)c1)c1cnc2sc(N3CCCC3)nn2c1=O | 3% | -13%
COc1ccc(OCCn2c(C)nc3cc(C)c(C)cc32)cc1 | -16%&-3% | -7%&-7%
O=C(/C=C/c1ccccc1Cl)Nc1ccc(-c2ccccc2)cc1 | -12% | -7%
CCc1ccc(-c2nc(-c3ccc4c(c3)CC(=O)N4C)cs2)cc1 | 19% | -6%
CCOc1ccc(CCNC(=O)c2c(C)oc3ncnc(N4CCOCC4)c23)cc1 | -8% | 2%
Cc1ccc(-c2nc3cccnc3s2)cc1NC(=O)c1ccccc1Cl | 4% | -5%
COc1ccc(-c2nc3ccccc3n2Cc2ccccc2)cc1 | -1% | -12%
CN(C)C(CNC(=S)NC(C)(C)CC(C)(C)C)c1ccccc1 (configuration not stated) | -4% | 0%
Cc1ccc(C(=O)NCC(O)c2ccc(C)cc2)cc1 (configuration not stated) | -5% | -1%
COc1cccc(CNS(=O)(=O)c2ccc3[nH]c4c(c3c2)CCCCC4)c1 | -15% | -6%
COc1ccc(NC(=O)c2ccc3c(c2)CCN3S(=O)(=O)c2ccc(C)cc2)cc1Cl | 7% | -1%
CCC(CC)C(CNC(=O)c1ccc(Cl)cc1Cl)N1CCOCC1 (configuration not stated) | -8% | -17%
Cc1nc2nc(NC(=O)c3ccc(F)cc3)[nH]n2c(=O)c1Cc1ccccc1 | -20% | -5%
Cc1cc(NC(=O)c2ccco2)cc(-c2nc3ccccc3o2)c1O | 5%&10% | 12%&5%
O=C(O)CCCOc1cccc(Br)c1 | -2% | 2%
COc1ccc(C(=O)Nc2ccccc2-c2nc3ccccc3s2)cc1OC | 1% | -1%
CCOC(=O)c1ccc(NC(=O)CN(c2cc(C(F)(F)F)ccc2Cl)S(C)(=O)=O)cc1 | 0% | -3%
CCN(C(=O)C1CCC1)C1CC1 | 2% | 3%
Cc1ccc(S(=O)(=O)N2CCN(C(C(=O)NC3CC3)c3ccccc3)CC2)c(C)c1 (configuration not stated) | -2% | 6%
Cc1ccc2c(n1)sc1c(=O)n(-c3cccc(C(=O)OCC(C)C)c3)nnc12 | 2% | 6%
CCN(CC)CCNC(=O)c1cc2c(=O)n(C)c3cc(Cl)ccc3c2s1 | 51%[activator] | -15%
CC(C)C(C)NC(=O)COc1ccc(-n2cnnn2)cc1 (configuration not stated) | 0% | -1%
CC(C)CCNC(=O)NC(=O)COC(=O)Cc1c[nH]c2ccccc12 | 3% | -4%
O=C(Cn1cc(S(=O)(=O)Cc2cccc(Cl)c2)c2ccccc21)Nc1ccccc1C(F)(F)F | 6% | 1%
CC1CCC2(CC1)N=C(c1ccccc1)C(=O)N2CC(=O)Nc1ccc(F)c(Cl)c1 (configuration not stated) | -18% | -10%
COc1ccc(Cl)cc1NC(=O)Cn1ccn(-c2cc(C)cc(C)c2)c(=O)c1=O | -23% | -1%[57.5 µM]
COc1cccc(CCNC(=O)c2cnc3sc(N4CCCCCC4)nn3c2=O)c1 | 11% | 15%
CC(C)(C)c1ccc(C(=O)Nc2ccccc2C(=O)OCc2cc(=O)n3ccsc3n2)cc1 | 0% | -13%
COc1ccc(C(=O)c2ccccc2)c(OS(=O)(=O)c2ccc3oc(=O)ccc3c2)c1 | -11% | -9%
O=C(CCNC(=O)c1ccc(Cl)cc1)NCc1ccc(C(F)(F)F)cc1 | -5% | -4%
Cc1ccc(C2C(=O)N(C3CCCCCC3)CC(=O)N2C(C)C)cc1 (configuration not stated) | ? | -6%[57.5 µM]
CCOCCCNC(=O)c1ccoc1 | -1% | 2%
CCCCCCCNC(=O)CCC(=O)NCCC(C)C | 3% | 4%
COc1cccc(NC(=O)/C(C#N)=C\c2cn(Cc3ccc(C)cc3)c3ccccc23)c1 | 34%[activator][57.5 µM] | 5%[57.5 µM]
Cc1ccc(NC(=O)C2CCN(S(=O)(=O)c3ccc4[nH]c5c(c4c3)CCCCC5)CC2)cc1 | 4% | -1%
CCOc1ccc(-n2ccnc2SCC(=O)Nc2ccc3c(c2)OCO3)cc1 | -4% | 2%
CCOC(=O)c1c(-c2ccc(C)cc2)csc1NC(=O)c1cc(=O)c2cc(C)ccc2o1 | 2% | -5%
Cc1ccc(NC(=O)CSc2nc(=O)n(Cc3ccncc3)c3c2CCC3)cc1Cl | -14% | -10%
FC(F)(F)c1ccc(Cl)c(N/N=C/C=C/c2ccccc2)c1 | -10% | -4%
CCOc1ccc(C(=O)Nc2ccc3c(c2)N(C(C)=O)CCC3)cc1OCC | -5% | -11%
COc1cc(/C=C(/C#N)c2ccccn2)cc(Cl)c1OC(F)F | 0% | 8%
CCc1cccc(C)c1NC(=O)CCCn1c(=O)c2cccn2c2cccnc21 | 1% | 4%
Cc1[nH]c2cc3c(-c4ccccc4)cc(-c4ccccc4)nc3cc2c1C | 20% | 40%[activator]
CC(NC(=O)c1ccccc1I)C1CC2CCC1C2 (configuration not stated) | -6% | -4%
COc1ccc(Cn2c(CNS(=O)(=O)c3ccc(C)c(C)c3)nc3cccnc32)cc1 | 11% | 7%
CN(C)c1ccc(CNC(=O)CN2C(=O)CSc3ccc(S(=O)(=O)N4CCCC4)cc32)cc1 | 3% | 4%[57.5 µM]
Cc1ccc(OC(C)C(=O)NC2CCCC2)cc1C (configuration not stated) | -4% | 5%
CN(Cc1cc(=O)n2cc(Cl)ccc2n1)Cc1ccc(F)cc1F | -7% | -3%
Cc1ccc(CNC(=O)CCc2c(C)nc3nc(CNC(=O)OC(C)(C)C)nn3c2C)cc1 | -11% | -17%[57.5 µM]
Cc1ccc(C)c(Nc2nn3c(=O)c4ccc(C(=O)NCCc5ccccc5)cc4nc3s2)c1 | 1% | -13%
COc1cn(CC(=O)Nc2ccc(C(N)=O)cc2)c(CSc2ccccc2)cc1=O | -11% | 0%
O=C(/C(=C\c1cccc(Cl)c1)c1nc2ccccc2o1)c1ccccc1 | -14% | 7%

# A draw from above in order of SMILES length, high to low:
SMILES | AID inhibitor | UDG counterscr
CCOC(=O)c1c(-c2ccc(C)cc2)csc1NC(=O)c1cc(=O)c2cc(C)ccc2o1 | 2% | -5%
CCc1cccc(C)c1NC(=O)CCCn1c(=O)c2cccn2c2cccnc21 | 1% | 4%
CN(Cc1cc(=O)n2cc(Cl)ccc2n1)Cc1ccc(F)cc1F | -7% | -3%

# Next part.
SMILES | AID inhibitor | UDG counterscr
COc1ccc(C)cc1NC(=O)C1CCN(S(=O)(=O)c2ccc3[nH]c(=O)oc3c2)CC1 | 11% | 12%
Cc1ccccc1CNC(=O)c1cccc(CS(C)=O)c1 (configuration not stated) | 8% | 11%
Cc1cc(C)cc(CS(=O)(=O)Cc2ccccc2)c1 | -5% | -7%
O=Cc1ccc(N2CCOCC2)cc1 | 3% | -1%
COc1ccc(NC(=O)CSc2nncn3c2cc2oc(C)cc23)cc1OC | 57%[activator] | 79%[activator]
CCOC(=O)COc1ccc2c(=O)c(Oc3ccc(C(=O)OC)cc3)c(C(F)(F)F)oc2c1 | -1% | 9%
CCCNCc1ccc(-c2ccc(C(C)O)cc2)o1 (configuration not stated) | -4% | -2%
C=CCNC(=O)NC(=O)CN(C)c1ccc2ccccc2c1 | 13% | -10%
Cc1ccc(-c2n[nH]c(=O)c3ccccc23)cc1S(=O)(=O)N(C)C1CCCCC1 | -13% | -6%
O=C(Nc1ccc(Oc2ccccc2)cc1)c1cccc(CN2CCCC2=O)c1 | -11% | -12%
COc1cccc(CNS(=O)(=O)c2ccc3c(c2)OCCO3)c1 | -3% | 0%
COc1ccc(Cl)cc1CO/N=C/c1cccc(OC)c1OC | -13% | -7%
Cc1ccc(OCC(=O)Nc2ccc3nc(Nc4cccc(Cl)c4)cc(C)c3c2)cc1 | 12% | -2%
Brc1cccc(-c2noc(-c3cnccn3)n2)c1 | -5% | -2%
CCC12CN3CC(CC)(CN(C1)C3c1c[nH]c3ccccc13)C2=O (configuration not stated) | -9% | -11%
COc1cccc(-c2nn3c(=O)cc(CN4CCN(S(=O)(=O)c5ccc(C)cc5)CC4)nc3s2)c1 | 68%[activator] | 2%
O=C(Nc1ccccc1)N1CCN(C(=O)c2nsc3ccccc23)CC1 | 9% | -12%
CC1=C(C)CC(C(=O)NC(C)C(C)(C)C)C(C(=O)O)C1 (configuration not stated) | 4% | 22%
CCn1c(CNC(=O)c2ccc3c(c2)OCO3)nnc1SCC(=O)c1ccc(OC)cc1 | -6% | -3%
CCCCCn1nc(C(=O)Nc2ncc(C)s2)c2ccccc2c1=O | -9% | -6%
CCOC(=O)C1CCN(c2ncnc3c2c(-c2ccccc2)cn3-c2ccc(Cl)cc2)CC1 | -5% | 8%[57.5 µM]
Cc1ccc(S(=O)(=O)N2CCN(C(=O)CCc3ncc(-c4ccccc4F)o3)CC2)c(C)c1 | -17% | -1%
COc1ccc(Cl)cc1NC(=O)c1c(NCc2ccc(C)o2)sc2c1CCCCC2 | ? | -11%
COC(=O)C(C)n1nnc2sc(-c3ccccc3)cc2c1=O (configuration not stated) | 150%[activator] | 31%[activator]
NC(=O)c1ccc(NC(=O)c2ccc(Cl)c(S(=O)(=O)N3CCc4ccccc4C3)c2)cc1 | 6% | -7%
CC(C)CCNC(=O)c1ccc2c(c1)nc1n2CCCCC1 | 2% | 0%[57.5 µM]
Cc1ccc(/C=C(/C#N)c2nc(-c3ccncc3)cs2)cc1 | 12% | 1%
Cc1cc(C)cc(NC(=O)Cn2nnc(-c3nc(-c4ccncc4)no3)c2N)c1 | 0% | ?
CCCn1nnc(NCc2cccc(Cl)c2Cl)n1 | -10% | -12%
COc1cccc2cc(C(=O)N3CCN(c4cc(C)ccc4C)CC3)c(=O)oc12 | -2%&-9% | 2%&-7%
Cc1cc(C)c2c(-n3cccc3)nn(CC(=O)Nc3cc(Cl)ccc3C)c2n1 | -6% | 13%
CC(=O)c1ccc(NC(=O)Cn2c(-n3nc(C)cc3C)nc(C)c(C)c2=O)cc1 | 3% | 0%
S=C(NCc1ccc(Cl)cc1)Nc1cccc2ccccc12 | -3% | 3%
O=C(C1CC1)N1CCc2cc(Br)cc(S(=O)(=O)Nc3ccc(F)c(F)c3)c21 | -16% | -14%
CCOc1ccc(NC(=O)COC(=O)c2sc3ccccc3c2Cl)cc1 | 2% | -1%
CC(=O)c1ccc(N2C(=O)N(Cc3ccccc3C#N)c3ccccc3S2(=O)=O)cc1 | 1% | -7%
CC(C)(C(=O)NC1CCCCCC1)c1ccccc1 | -2% | -2%
Cc1ccc(C(=O)OCC(=O)Nc2cc(Cl)cc(Cl)c2)cc1 | -1% | -7%
O=C(CCc1ncc(-c2ccc(F)cc2F)o1)NC1CCN(Cc2ccccc2)C1 (configuration not stated) | -1% | -3%
C#Cc1cccc(NCC(=O)N2CCCCCCC2)c1 | -5% | 5%
Cc1ccc(CNC(=O)CCn2cnc3ccccc3c2=O)cc1 | 18%[57.5 µM] | -4%[57.5 µM]
CCC(C(=O)Nc1cc(C)ccc1C)n1c(=O)c(C(F)(F)F)nc2ccccc21 (configuration not stated) | -3% | -14%
Cc1cc(S(=O)(=O)Nc2ccc(C(=O)O)cc2)c(C)c(S(=O)(=O)c2ccc(Cl)cc2)c1 | -5% | -6%
Cc1cc(C(=O)N2CCN(c3cccc(Cl)c3)CC2)c2c(C)nn(-c3ccccc3Cl)c2n1 | ? | -17%
CC(=O)N1CCCc2ccc(NC(=O)c3ccc(C(F)(F)F)cc3)cc21 | -5% | -2%
Cn1c2ccccc2c2c(C(=O)N3CCN(c4cccc(Cl)c4)CC3)cn(C3CCCCC3)c(=O)c21 | ? | ?
CCc1c(C)nc2nncn2c1NCc1ccc(Cl)cc1 | 0% | -2%
COc1ccc(-c2nc(SCc3ccccc3)n(S(C)(=O)=O)n2)cc1 | -4% | 2%
N#CCC(=O)Nc1ccc(C(=O)OCC(=O)Nc2ccc(N3CCCCC3)cc2)cc1 | -12% | -9%
Cc1ccc(NC(=O)c2cnc3cc(C)ccn3c2=O)c(C)c1 | 13% | -13%
Cc1ccc(-c2csc(/C=C/c3cccc(C(F)(F)F)c3)n2)cc1 | -17% | -10%
O=C(CSc1n[nH]c(-c2ccccc2)n1)Nc1ccccc1C(F)(F)F | 0% | -3%
CN(C)c1ccc(C(=O)NNC(=O)c2ccc(F)cc2)cc1 | -6% | 6%
O=C(Nc1cccc(Cl)c1)N1CC2CCCN2c2ccccc21 (configuration not stated) | -20% | 2%
Cc1cccn2c(=O)c(C(=O)NCc3ccccc3Cl)c(O)nc12 | 5% | -6%
CC(C)CCN1CCN(C(=O)c2ccc(C#N)cc2)CC1 | -2% | 9%
CC1CCCC(NC(=O)CSCC#N)C1C (configuration not stated) | -4% | 3%
COCCCNC(=O)CS(=O)Cc1nc(-c2cccc(C)c2)oc1C (configuration not stated) | -4% | 18%
